# High-throughput results as filed in PubChem.
# D1 PAM – potentiators of human D1 dopamine receptor; P21728; HEK293 TREx D1 cells, calcium flux, dopamine EC20 potentiation; potentiation, % at 10 µM; hit rate 0.036% among 360,000; in the data active means potentiation above about 30%; further: 0% is about no effect
# Target sequence (P21728 whole entry, looked up): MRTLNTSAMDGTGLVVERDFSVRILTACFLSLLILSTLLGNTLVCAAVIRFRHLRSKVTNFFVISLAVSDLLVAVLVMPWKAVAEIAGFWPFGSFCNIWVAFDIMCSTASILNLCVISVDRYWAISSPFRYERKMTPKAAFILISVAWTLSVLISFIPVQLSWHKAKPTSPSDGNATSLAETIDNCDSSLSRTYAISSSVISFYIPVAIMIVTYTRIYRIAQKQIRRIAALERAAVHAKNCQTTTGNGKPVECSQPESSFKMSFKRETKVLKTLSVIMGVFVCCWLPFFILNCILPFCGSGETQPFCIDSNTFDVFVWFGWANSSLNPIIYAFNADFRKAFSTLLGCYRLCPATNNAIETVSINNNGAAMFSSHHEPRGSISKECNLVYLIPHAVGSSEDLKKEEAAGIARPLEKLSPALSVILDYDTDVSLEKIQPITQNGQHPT
# D1 agonist – activates the human D1 dopamine receptor | P21728 | HEK293 T-REx D1 cells, calcium flux, agonist mode | activation, % at 2 µM | hit rate 1% among 360,000; in the data active means activation above about 30%; further: 0% is about no effect
#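 Tetracycline-induced HEK293 TREx D1 cells, force-coupled to calcium signalling, were dye-loaded with a no-wash calcium kit. Compound was pin-added after a 10 s baseline. Fluorescence was read kinetically at 1 cycle/s for 180 s, with calcium rises flagged as agonism.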
# D2 agonist – agonists of human D2 dopamine receptor | P14416 | HEK293 T-REx D2 cells, calcium flux agonist mode | activation, % at 2 µM | hit rate 0.53% among 340,000 | AID 485358;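 active means activation over 3 SD above normal in the single-dose calcium agonist read, cut at about 30% in these data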; further: 0% is about no effect
# Target sequence (P14416 whole entry, looked up): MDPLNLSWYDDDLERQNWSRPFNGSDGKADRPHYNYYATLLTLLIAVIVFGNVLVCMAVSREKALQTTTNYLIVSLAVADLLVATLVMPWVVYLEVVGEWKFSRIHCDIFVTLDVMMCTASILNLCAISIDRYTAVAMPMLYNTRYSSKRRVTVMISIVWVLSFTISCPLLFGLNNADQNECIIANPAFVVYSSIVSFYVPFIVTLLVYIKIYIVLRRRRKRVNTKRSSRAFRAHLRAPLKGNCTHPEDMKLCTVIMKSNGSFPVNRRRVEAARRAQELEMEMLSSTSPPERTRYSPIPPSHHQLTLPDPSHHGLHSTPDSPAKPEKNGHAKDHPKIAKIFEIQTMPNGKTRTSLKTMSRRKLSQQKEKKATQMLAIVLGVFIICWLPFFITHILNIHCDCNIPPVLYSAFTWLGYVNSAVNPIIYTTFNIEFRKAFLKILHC
#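 Agonism is scored from calcium flux in a force-coupled, inducible HEK293 cell line expressing D2, read kinetically for 180 s after compound addition against dopamine controls.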
# D2 antagonist – antagonizes the human D2 dopamine receptor | P14416 | HEK293 TREx D2 cells, calcium flux, dopamine EC80 | inhibition, % at 10 µM | hit rate 2% among 340,000 | AID 485344; in the data active means inhibition above about 30%; further: 0% is about no effect
#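 Dopamine at EC80 is the agonist stimulus; test compounds precede it by 180 s. Calcium flux read kinetically in a force-coupled, inducible HEK293 T-REx D2 cell line.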
# D1 antag – human D1 dopamine receptor antagonism; activity change, negative = inhibition, % at 10 µM; P21728; hit rate 3.2% among 360,000; HEK293 TREx D1 cells, calcium flux, dopamine EC80; stronger effect = lower value; AID 504652; in the data active means activity change below about -30%; further: on the % scale 0 is the no-effect control and ±100 the full control effect
#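 Tetracycline-induced HEK293 T-REx cells with force-coupled D1 receptor were loaded with a no-wash calcium dye. Compound was added after a 10 s baseline and read kinetically for 180 s; EC80 dopamine was then added and calcium flux followed another 180 s.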
# TRHR enhancer – allosteric enhancers of human TRH receptor. P34981. TRHR cells, fluo-8 calcium fluorescence, EC20 TRH enhancement. enhancement, % at 2 µM. hit rate 0.66% among 360,000. AID 493056; in the data active means enhancement above about 30%; further: 0% is about no effect
#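 Enhancer read-out: after compound pinning and an initial kinetic agonist-mode read, an EC20 of TRH (10 nM final) was injected and fluo-8 calcium signal (Ex 480/Em 530) followed at 1 s/cycle for 100 cycles in TRHR-expressing cells.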
# D2 potentiator – D2 dopamine receptor (human) potentiation. hit rate 0.34% among 340,000. HEK293 T-REx D2, calcium flux, EC20 dopamine potentiation. AID 485347. P14416. potentiation, % at 10 µM;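 active means potentiation over 3 SD above the plate norm, cut at about 30% in these data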; further: 0% is about no effect
#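 Tetracycline-induced Hek293 Trex D2 cells, force-coupled to calcium, loaded with no-wash calcium dye. Compound added with 180 s kinetic read for agonism, then EC20 dopamine and a further 180 s read for potentiation.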
# RXFP1 antag – antagonists of human relaxin receptor RXFP1; HEK293-RXFP1, relaxin-stimulated cAMP HTRF, 30 min; stronger effect = lower value; activity change, negative = inhibition, % at 57.5 µM; hit rate 0.59% among 350,000; Q9HBX9;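 active means activity change of -60% or lower, but not beyond a set lower limit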; further: on the % scale 0 is the no-effect control and ±100 the full control effect
# RXFP1 agonist – agonists of human relaxin receptor RXFP1; Potency, µM (highest dose often 57.5 µM), inactives show at the highest dose activation, actives largely listed as activators; hit rate 0.3% among 370,000; HEK293T-RXFP1 cAMP TR-FRET, 30 min; response scale: percent of porcine relaxin response, buffer zero; AID 2676; active means well fitted activation curve with a large enough effect; further: potency means the concentration at half of the fitted maximal effect; on the % scale 0 is the no-effect control and ±100 the full control effect; nearly all actives have a fitted effect of over 60% in size; many of its hits are not listed in these tables
#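 Agonist response is measured as cAMP accumulation in an RXFP1-transfected HEK293T line under PDE4 inhibition. Values are scaled between buffer-only and 29 nM porcine relaxin, and EC50s come from standard Hill equation fits.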
# Active calls of the source: *; · = no result given. A portion of the library. The share of hits here may be higher or lower than overall.
1. COC(=O)c1cc(N=Nc2c(C)[nH]c3ccccc23)cc(C(=O)OC)c1
2. Cc1cccc(NC(=O)/C(C#N)=C/c2ccc(C)o2)c1
3. O=S(=O)(c1ccccc1)c1cnn(-c2ccccc2)c1-c1ccc(Cl)cc1
4. Cc1ccccc1OCC(=O)NNC(=O)c1cc(S(=O)(=O)N2CCOCC2)ccc1N1CCCC1
5. CN(C(=O)c1cc2c(=O)n3ccccc3nc2n1C)c1ccccc1
6. CC1CCCc2sc3nc(SCC(=O)c4ccc(Br)cc4)nc(N)c3c21 (stereo not drawn)
7. Cc1ccc(NC(=O)C2(NC(=O)c3cccc(N4C(=O)CSC4c4ccccc4)c3)CCCCC2)cc1 (stereo not drawn)
8. CC(C)c1ccc(Nc2nnc(SCC(=O)Nc3ncc(S(=O)(=O)c4ccc([N+](=O)[O-])cc4)s3)s2)cc1
Compound	1	2	3	4	5	6	7	8
D1 PAM	-1	-1	2	-2	0	4	-2	3
D1 agonist	0	-3	3	1	3	3	4	0
D2 agonist	-0.7	-0.8	0.8	-0.3	1.9	·	0.0	4.8
D2 antagonist	1	·	4	-7	·	·	-36	-3
D1 antag	18	-1	-11	-2	7	17	13	-9
TRHR enhancer	4	-3	-2	-5	-4	2	1	3
D2 potentiator	11	-8	-5	-3	-21	5	-4	-1
RXFP1 antag	10	-3	0	-1	-3	0	-12	3
RXFP1 agonist	-2.3%	-0.6%	-0.1%	1.3%	8.4%	1.7%	2.2%	-2.8%

9. COc1ccc(N2CCN(c3ccc(Cl)nn3)CC2)cc1
10. CCO[C@H]1OC(C(=O)N2CCCCCCC2)=C[C@@H](c2ccccc2)[C@@H]1CCCO
11. Cc1ccc(S(=O)(=O)N(C)C)cc1NC(=O)COC(=O)Cc1ccccc1F
12. CCOC(=O)c1ccc(N=c2scc(C)n2CC)cc1
13. COc1cccc(OCCCCCCN2CCOCC2)c1
14. Cc1ccc(-c2n[nH]c(=S)n2/N=C/c2ccc(C)o2)cc1
15. CN(C)CCCN(C(=O)c1ccc(C(=O)c2ccccc2)cc1)c1nc2ccc(F)cc2s1
16. O=C(Nc1nncs1)c1ccc(N2C(=O)C3C4C=CC(C4)C3C2=O)cc1 (stereo not drawn)
Compound	9	10	11	12	13	14	15	16
D1 PAM	-1	-3	1	1	-8	-2	-10	-2
D1 agonist	-2	-4	5	3	1	4	70*	0
D2 agonist	0.5	0.3	0.1	0.3	-0.4	-1.3	-1.2	0.5
D2 antagonist	-8	17	2	-7	-3	0	1	-15
D1 antag	-2	5	6	5	7	6	-33*	9
TRHR enhancer	20	-7	2	-3	-2	-1	10	1
D2 potentiator	10	-3	-11	-3	-14	0	-1	-3
RXFP1 antag	12	·	-1	-6	-10	-9	-19	-9
RXFP1 agonist	0.9%	0.0%	1.6%	0.3%	0.5%	0.7%	-3.6%	0.6%

# In a second layout: ten of the compounds above
# Each structure is followed by: D1 PAM, D1 agonist, D2 agonist, D2 antagonist, D1 antag, TRHR enhancer, D2 potentiator, RXFP1 antag, RXFP1 agonist
[4] Cc1ccccc1OCC(=O)NNC(=O)c1cc(S(=O)(=O)N2CCOCC2)ccc1N1CCCC1
  -2, 1, -0.3, -7, -2, -5, -3, -1, 1.3%
[5] CN(C(=O)c1cc2c(=O)n3ccccc3nc2n1C)c1ccccc1
  0, 3, 1.9, ·, 7, -4, -21, -3, 8.4%
[6] CC1CCCc2sc3nc(SCC(=O)c4ccc(Br)cc4)nc(N)c3c21 (stereo not drawn)
  4, 3, ·, ·, 17, 2, 5, 0, 1.7%
[7] Cc1ccc(NC(=O)C2(NC(=O)c3cccc(N4C(=O)CSC4c4ccccc4)c3)CCCCC2)cc1 (stereo not drawn)
  -2, 4, 0.0, -36, 13, 1, -4, -12, 2.2%
[8] CC(C)c1ccc(Nc2nnc(SCC(=O)Nc3ncc(S(=O)(=O)c4ccc([N+](=O)[O-])cc4)s3)s2)cc1
  3, 0, 4.8, -3, -9, 3, -1, 3, -2.8%
[9] COc1ccc(N2CCN(c3ccc(Cl)nn3)CC2)cc1
  -1, -2, 0.5, -8, -2, 20, 10, 12, 0.9%
[10] CCO[C@H]1OC(C(=O)N2CCCCCCC2)=C[C@@H](c2ccccc2)[C@@H]1CCCO
  -3, -4, 0.3, 17, 5, -7, -3, ·, 0.0%
[11] Cc1ccc(S(=O)(=O)N(C)C)cc1NC(=O)COC(=O)Cc1ccccc1F
  1, 5, 0.1, 2, 6, 2, -11, -1, 1.6%
[12] CCOC(=O)c1ccc(N=c2scc(C)n2CC)cc1
  1, 3, 0.3, -7, 5, -3, -3, -6, 0.3%
[13] COc1cccc(OCCCCCCN2CCOCC2)c1
  -8, 1, -0.4, -3, 7, -2, -14, -10, 0.5%

# Carrying on.
17. CC(NC(=O)c1cc2cc(Br)ccc2oc1=N)c1ccccc1 (stereo not drawn)
18. CCc1nc(SCc2ccccc2C)n[nH]1
19. NC(=O)NC(=O)CC1S/C(=N/N=C2/NC(=O)CS2)NC1=O (stereo not drawn)
20. Cc1ccc2c(CN3CC(C)CC(C)C3)cc(=O)oc2c1 (stereo not drawn)
21. CCc1ccc2[nH]c(=O)c(CN(Cc3ccc4c(c3)OCO4)Cc3nnnn3C3CCCC3)cc2c1
22. CSCCC(C(=O)O)N1C(=O)c2ccc(C(=O)O)cc2C1=O (stereo not drawn)
23. CCOCCCNC(=O)C1CCN(c2cc(C)nc3c(-c4ccc(OC)c(OC)c4)c(C)nn23)CC1
24. Cc1ccc(-c2nnc(SCC(=O)CC(=O)Nc3ccccc3)n2C)cc1
Compound	17	18	19	20	21	22	23	24
D1 PAM	5	-2	-3	-7	-1	-2	0	10
D1 agonist	1	2	-1	1	3	2	1	0
D2 agonist	-0.8	0.9	·	-0.6	0.0	0.2	-1.1	-1.4
D2 antagonist	-7	1	·	9	8	16	4	-3
D1 antag	-53*	-6	-1	-15	10	-2	-2	-7
TRHR enhancer	-6	5	10	19	4	1	2	1
D2 potentiator	-4	-2	1	9	7	-6	6	4
RXFP1 antag	-11	10	0	-10	2	-4	0	-1
RXFP1 agonist	3.7%	-2.0%	1.1%	3.0%	0.3%	-0.6%	3.8%	0.7%

25. COC(=O)COc1nsnc1N1CCOCC1
26. CC(C)(C)NC(=O)CON=C1c2ccccc2-c2ccccc21
27. COC(=O)C1=C(C)C(c2cccs2)NC(=O)N1C (stereo not drawn)
28. Cc1cccc(C(=O)NC(C)C(=O)NC(c2nc3ccccc3[nH]2)C(C)C)c1 (stereo not drawn)
29. CC(C)(C)c1ccc(-c2nc(C#N)c(NCCCn3ccnc3)o2)cc1
30. O=C(CCN1C(=O)S/C(=C\c2ccccc2)C1=O)Nc1ccc(S(=O)(=O)Nc2nccs2)cc1
31. COC(=O)Cn1cnc2sc(C)c(S(=O)(=O)N3CCN(c4ccccc4OC)CC3)c2c1=O
32. COc1cccc(/C=N/NC(=O)CCn2cnc3ccccc32)c1
Compound	25	26	27	28	29	30	31	32
D1 PAM	-6	1	-2	4	-5	5	0	2
D1 agonist	1	3	1	1	36*	2	3	2
D2 agonist	-0.2	-1.1	·	-0.3	4.8	·	0.0	·
D2 antagonist	-10	-3	·	1	2	·	-15	·
D1 antag	-60*	-22	2	-1	-5	-1	-2	-9
TRHR enhancer	-1	-1	4	7	3	-2	0	1
D2 potentiator	10	5	·	-19	9	22	-10	4
RXFP1 antag	-4	·	-7	17	-7	·	2	0
RXFP1 agonist	0.4%	0.5%	2.7%	3.5%	0.2%	1.2%	1.1%	-0.8%

33. CSc1ccc(S(=O)(=O)Nc2ccc3c(c2)NC(=O)CC3)cc1
34. CC(C)n1c(SCC(=O)c2ccc3c(c2)OCCO3)nc2c1c(=O)n(C)c(=O)n2C
35. O=C(OCc1nnc(-c2ccccc2)o1)c1ccc2c(c1)C(=O)N(CCc1ccccc1)C2=O
36. CC(C)(C)c1cc(C(=O)NC2CC2)n(Cc2ccc(F)cc2)n1
37. O=S(=O)(c1ccc(Br)s1)N1CCN(c2ccccn2)CC1
38. CN1CCN(CC(=O)Nc2nnc(-c3cccs3)s2)CC1
39. COc1ccc(Cn2ccc(=O)c(Cc3c(Cl)cccc3Cl)c2C)cc1
40. O=C1CCCC(O)=C1N=Nc1c(Cl)cc(C(F)(F)F)cc1Cl
Compound	33	34	35	36	37	38	39	40
D1 PAM	-3	0	-3	-6	-3	4	8	-3
D1 agonist	4	3	5	1	3	2	3	2
D2 agonist	-0.8	-0.6	0.4	-1.0	-0.2	0.4	0.3	·
D2 antagonist	-18	-8	17	2	-2	-3	13	·
D1 antag	4	13	4	11	-6	2	18	-3
TRHR enhancer	2	2	9	-4	-2	3	0	-1
D2 potentiator	1	-4	-5	6	-1	-6	14	·
RXFP1 antag	-10	-9	-4	0	-3	-3	-10	6
RXFP1 agonist	-1.3%	3.3%	0.1%	0.2%	0.7%	3.3%	0.0%	0.0%

41. O=C(CCNC(=O)C1CCN(S(=O)(=O)c2ccccc2)CC1)NCc1ccccn1
42. O=C(COC(=O)/C=C/c1ccc(S(=O)(=O)N2CCOCC2)cc1)NCc1ccc2c(c1)OCO2
43. O=C1c2oc3ccccc3c(=O)c2C(c2cccc(O)c2)N1Cc1ccc(F)cc1 (stereo not drawn)
44. Cn1cccc1C(=O)NC(=O)CSc1nc2ccccc2s1
45. O=C(CN1CCOc2ccccc21)NCc1ccc(F)cc1
46. Cc1ccc(CCNC(=O)c2c(C)oc3ncnc(N4CCOCC4)c23)cc1
47. COC(=O)c1ccc(/C=C2/SC(=S)N(CCCC(=O)Nc3ccc(O)cc3)C2=O)cc1
48. CC1Cc2cc(S(=O)(=O)CCC(=O)Nc3ccc(OC(F)(F)F)cc3)ccc2N1C(=O)C1CC1 (stereo not drawn)
Compound	41	42	43	44	45	46	47	48
D1 PAM	-4	-5	-4	-8	-3	4	-8	-2
D1 agonist	3	13	0	2	-4	4	-1	1
D2 agonist	-1.0	2.1	-0.3	-0.3	0.4	·	0.3	-0.9
D2 antagonist	20	-2	·	-17	7	·	-7	·
D1 antag	9	-13	-13	-8	2	-2	11	-13
TRHR enhancer	-1	-10	-11	-6	2	-5	7	-2
D2 potentiator	0	-4	8	1	-2	-8	10	-6
RXFP1 antag	10	-2	-36	-6	-4	-16	1	-13
RXFP1 agonist	1.8%	0.5%	-1.0%	-1.1%	-1.6%	0.8%	2.0%	2.9%
